Bioassay records: PubChem BioAssay, National Center for Advancing Translational Sciences (NCATS)
HCV inhibitor – blocks hepatitis C virus; Huh7.5.1 HCVcc-Cre infection, luciferase reporter, 44 h; Potency, µM (highest dose often 41.8 µM), for the others: at the highest dose activity change, negative = inhibition, actives largely listed as inhibitors; hit rate 3.4% among 340,000; note: potency is the fitted concentration of half-maximal effect
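1,000 cells/well; 4 h culture; + compound; + HCVcc-Cre (~0.5 moi); 44 h; luciferase substrate, RT 15 min; read 15 sec.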
Sm TGR block – S. mansoni TGR enzyme inhibition; hit rate 3% among 360,000; Q962Y6; purified TGR, DTNB reduction, TNB absorbance 405 nm; Potency, µM (titrated, usually from 114 µM), for the others: at the highest dose activity change, negative = inhibition, usual class: inhibitors; note: potency is the fitted concentration of half-maximal effect; nearly all actives have a fitted effect of over 60% in size
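Kinetic colorimetric format: TGR-catalysed, NADPH-driven DTNB reduction monitored via TNB absorbance. Enzyme dispensed at 20 nM; compound exposure 15 min at room temperature before reaction start.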
AmpC detergent – AmpC beta-lactamase inhibition with detergent present | Potency, µM (doses to about 114 µM), without a hit: at the highest dose activity change, negative = inhibition, usual class: inhibitors | P00811 | AID 485294 | AmpC hydrolysis of nitrocefin, absorbance 480 nm, 0.01% Triton | hit rate 0.041% among 370,000;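 note: potency is the fitted concentration of half-maximal effect; 0% = no-compound wells and -100% = no-enzyme wells; nearly all actives have a fitted effect of over 25% in size; some results filed as inactive show a strong effect at the top dose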
Target sequence (P00811 whole entry, looked up): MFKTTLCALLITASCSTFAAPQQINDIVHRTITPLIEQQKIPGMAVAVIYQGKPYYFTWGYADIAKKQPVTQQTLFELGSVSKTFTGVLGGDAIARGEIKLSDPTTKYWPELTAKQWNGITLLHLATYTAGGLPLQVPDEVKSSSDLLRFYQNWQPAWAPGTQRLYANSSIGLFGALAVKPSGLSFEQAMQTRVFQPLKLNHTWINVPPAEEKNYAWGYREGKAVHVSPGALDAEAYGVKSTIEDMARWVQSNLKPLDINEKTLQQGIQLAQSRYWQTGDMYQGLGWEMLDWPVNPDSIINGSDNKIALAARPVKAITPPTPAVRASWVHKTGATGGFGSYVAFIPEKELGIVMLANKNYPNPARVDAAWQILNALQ
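20 mM phosphate pH 7.0 + 0.01% (detergent screen) or 0.0001% Triton X-100; 5.3 nM AmpC reagent; cpd preinc 15 min RT; nitrocefin (800 uM stock) to start; A480 q20 s × 4 min; Activity was normalised to no-enzyme and no-compound control wells.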
AMA1 RON2 block – AMA1-RON2 (P. falciparum) interaction inhibition; AID 720542; Potency, µM (titrated, usually from 58.2 µM), inactives show at the top dose activity change, negative = inhibition, usual class: inhibitors; hit rate 0.2% among 360,000; AlphaScreen AMA1-biotinylated RON2 peptide binding;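 note: potency is the fitted concentration of half-maximal effect; 0% = vehicle wells and -100% = peptide control; nearly all actives have a fitted effect of over 45% in size; some results filed as inactive show a strong effect at the top dose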
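AMA1 (3D7) with his tag at 25 nM final met compounds first, then biotinylated RON2 peptide at 25 nM; detection used donor plus acceptor beads, 10 µg/mL apiece, read by AlphaScreen after 30 min at room temperature.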
Giardia FBPA inh – inhibitors of Giardia lamblia fructose-1,6-bisphosphate aldolase | purified Giardia FBPA | AID 2451 | hit rate 0.71% among 290,000 | A8B2U2 | Potency, µM (top dose mostly 59.6 µM), inactives show at the highest dose activity, negative = inhibition, actives largely listed as inhibitors; note: potency is the fitted concentration of half-maximal effect; nearly all actives have a fitted effect of over 55% in size
Target sequence (A8B2U2 whole entry, looked up): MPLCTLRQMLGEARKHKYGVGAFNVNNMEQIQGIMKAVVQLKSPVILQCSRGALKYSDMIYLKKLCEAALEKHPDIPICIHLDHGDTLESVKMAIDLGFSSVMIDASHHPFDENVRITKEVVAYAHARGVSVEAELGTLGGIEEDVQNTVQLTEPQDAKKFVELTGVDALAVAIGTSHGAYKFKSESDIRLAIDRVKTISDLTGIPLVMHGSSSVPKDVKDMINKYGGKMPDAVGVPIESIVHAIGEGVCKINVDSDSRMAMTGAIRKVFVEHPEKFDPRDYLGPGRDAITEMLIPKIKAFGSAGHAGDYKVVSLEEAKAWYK
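40 nM FBPA preincubated 10 min at RT with compound (up to 57.5 uM final), then substrate plus GAPDH/TPI/NAD/arsenate coupling and diaphorase/resazurin added. Fluorescence read after 20 min at RT, 525/598 nm.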
HCMV antiviral – human cytomegalovirus inhibition. HFF cells, HCMV-luciferase reporter, 72 h; hits give low values. activity change, negative = inhibition, % at 57.5 µM. hit rate 4.5% among 410,000. AID 1259415; in the data active = activity change below about -60%; inconclusive = no clear call, values can overlap the other calls; inactive = above about -39%
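Two compound doses tested in HFFs infected with HCMV-luciferase, MOI 1 PFU/cell, 72 h at 37C. Lysate luminescence read with OneGlo; data normalized against buffer-only and 10uM Salinomycin inhibitor controls.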
An asterisk follows results filed as active; ? = inconclusive; / = not tested or not shown; & = joins results of further samples; [ ] = another dose, or the depositor's remark. Unless noted, calls come from the whole dose curve; as a rule, active = well fitted curve in the direction sought with a large enough effect; inconclusive = small, poorly fitted or top-dose-only effect, or another doubt; inactive = no such curve, though single readings can be large; an effect the other way counts as inactive or inconclusive. Unless noted, % is set by controls: 0 for no effect and ±100 for the full control effect.

SMILES	HCV inhibitor	Sm TGR block	AmpC detergent	AMA1 RON2 block	Giardia FBPA inh	HCMV antiviral
Cc1ccc(S(=O)(=O)NC(CC(C)C)C(=O)Nc2nccs2)cc1 (stereo not given)	2%	-10%	-7%	8%	2%	-20
COc1ccc2nc(NCc3ccccc3)[nH]c2c1	?	0%	9%	1%	1%	104
CCCCN1C(=N)N([C@@H](C)CN2CCC[C@H]2CN2C(N)=NC[C@@H]2Cc2ccccc2)C[C@H]1[C@H](C)CC	3%	/	/	4%	/	4
COc1cc2cnc(-c3cccnc3)cc2cc1OC	-14%	/	/	-6%	/	1
CCOC(=O)CSc1nnc2n(C3CCCCC3)c(=O)c3c4c(sc3n12)CCCC4	17%	5%	?	-3%	-4%	-29
CC(C)c1ccc(N=Cc2c(O)n(C3CC3)c(=S)[nH]c2=O)cc1	-16%	-22%	-1%	15%	3%	14
CCCc1cc(=O)[nH]c(Nc2cc(Cl)ccc2OC)n1	/	-6%	-4%	/	/	3
O=C(OCCN1C(=O)c2ccccc2C1=O)[C@@H]1CC(O)CN1S(=O)(=O)c1ccccc1[N+](=O)[O-] (stereo not given in full)	-4%	/	/	0%	/	-10
C/C(C/C(C)=C1/SC(=S)NC1=O)=C1\SC(=S)NC1=O	12%	-34%	-3%	53%[activator]	14%	23
COc1cc(NC(=O)CCS(=O)(=O)c2ccc3c(c2)n(C)c(=O)c(=O)n3C)cc(OC)c1	12%	7%&-10%	9%&9%	6%	15%	-3&37
O=C(COc1ccc(F)cc1Cl)Nc1ccc(N2CCOCC2)cc1N1CCOCC1	22µM*	-21%	?	5%	/	-17
CCCCOc1ccc(C(=O)N/C(=C/C=C/c2ccccc2)C(=O)O)cc1	7%	/	0%	-7%	20%	29
Cc1ccc(N(C)S(=O)(=O)c2ccc(-c3cc(C)no3)s2)cc1	?	2%	?	26%	2%	0
CCOC(=O)CSc1nc(N2CCOCC2)c2c(c1C#N)CC(C(C)C)OC2 (stereo not given)	?	0%	0%	-2%	-7%	?
O=S(=O)(Nc1cccc(-c2ccc(N3CCCCCC3)nn2)c1)c1ccccc1F	-7%	-10%&0%	-8%&-1%	-13%	9%	58&27
O=C(Nc1ccccc1)c1cc(S(=O)(=O)Nc2cccnc2)ccc1Cl	10%	1%	6%	-2%	/	-20
COc1cc(NC(=O)C2=C(C)OCCS2)c(Cl)cc1C(=O)NCCN1CCN(C)CC1	?	2%	-13%	-7%	5%	?
CCOC(=O)NC(=O)CSc1nc2ccccc2[nH]1	15%	2%	2%	-2%	-6%	-19
CC(Oc1ccccc1)c1ccnc2nc(/N=C/N(C)C)nn12 (stereo not given)	3%	0%	-19%	4%	-2%	-14
Cc1ccc(C(=O)NCCn2ccc3ccccc32)cc1[N+](=O)[O-]	-27%	21%	-6%	-3%	-8%	32
COc1ccc(NC(=O)CCCNS(=O)(=O)c2cccs2)cc1	17%	-3%	-2%	5%	-6%	-8
Cc1ccc2c(c1)c(N=O)c(O)n2Cc1ccc(Cl)cc1	-6%	/	-2%	-30%	2%	-22
O=C1CCCc2cc(S(=O)(=O)N3CCCC(C(=O)NCc4ccccc4Cl)C3)ccc2N1 (stereo not given)	/	9%	28%	/	/	-17
Cc1[nH]c2ccccc2c1/C=N/Nc1nncn1N	-29%	/	5%	18%	13µM*	-64*
Cc1cc(C(=O)COC(=O)c2ccc(O)cc2)c(C)n1CC(F)(F)F	?	-15%	-5%	-7%	/	0
CCN(CC)C(=O)Cn1ccc(NC(C)=O)nc1=O	12%	-5%	3%	4%	1%	27
Cc1cc(C)c2cc(C#N)c(N3CCCN(C(=O)c4cnccn4)CC3)nc2c1	-14%	18%	-1%	7%	/	14
CCc1nc(CNC(=O)C2CCC(=O)N(CCc3cccc(F)c3)C2)no1 (stereo not given)	12%	-1%	-6%	5%	/	-1
O=c1cc(N2CCC3(CC2)OCCO3)[nH]c(=O)n1-c1ccc(Cl)cc1	18%	-25%	-1%	5%	8%	59
COc1ccccc1C=NNc1nc(C)cc(=O)[nH]1	31%[activator]	/	/	48%[activator]	/	1
Cc1cc(OCc2cc(C(=O)N3CCN(CC4CC4)CC3)no2)cc(C)c1Cl	-2%	0%	2%	-12%	/	1
O=C(Nc1cccc(S(=O)(=O)N2CCCC2)c1)c1ccc2c(=O)n3c(nc2c1)CCCCC3	2.8µM*	3%	?	-12%	-9%	-66*
O=C(COC(=O)C(O)c1ccccc1)NC12CC3CC(CC(C3)C1)C2 (stereo not given)	15%	2%[11.4 µM]	?	-3%	1%	9
COc1ccccc1OC(=O)CCc1nc2ccccc2s1	?	-4%	-8%	2%	-8%	50
COCCn1c(N)c(Sc2ccccc2[N+](=O)[O-])c(=O)[nH]c1=O	25%	9%	0%	6%	-1%	-18
CSc1nc(O)cc(=O)n1-c1ccc(F)cc1	3%	9%	-8%	-25%	-1%	-16
CCCn1c2ccccc2c2cnn(CC(=O)N(CC)CC)c(=O)c21	-7%	-10%	-3%	23%	6%	13
COc1cc(C2C(C(=O)c3cc4ccccc4o3)=C(O)C(=O)N2c2cc(C)on2)cc(OC)c1OC (stereo not given)	15%	-24%	-7%	-4%	?	-5
O=C(NCCOc1ccccc1)C1CCC(=O)N(CCCN2CCCC2=O)C1 (stereo not given)	27%	1%	4%	-12%	/	25
O=[N+]([O-])c1ccc(OCCCCN2CCc3ccccc3C2)cc1	-17%	5%	-11%	-24%	?	20
O=C(CCNC(=O)c1ccccc1Cl)Nc1cc(C(F)(F)F)ccc1Cl	-15%	-4%	?	-5%	9%	?
O=C(c1cc2nc(-c3ccccc3)cc(C(F)(F)F)n2n1)N1CCN2CCCC2C1 (stereo not given)	8.9µM*	-13%	2%	3%	-2%	-36
CCOC(=O)C1CCCN(C(=O)c2cc3cc(OC)c(OC)cc3[nH]2)C1 (stereo not given)	-1%	-1%	-2%	0%	11%	-5
Cc1cc(NC(=O)c2ccc3nc(C)sc3c2)no1	-8%	5%	7%	39%[activator]	1%	70
COC(=O)Nc1ccc(S(=O)(=O)N(CCO)CCO)cc1	14%	-27%	-7%	-2%	1%	25
Cc1nc(NC(=O)c2ccc3c(c2)OCO3)ccc1Br	-26%	/	5%	?	-2%	26
O=C(N/N=C/c1cccs1)c1cccc(NC(=O)c2ccc(Cl)cc2)c1	1%	-14%	-12%	/	4%	-97*
CCOC(=O)c1cnc2ccccc2c1Nc1cccc(C(=O)O)c1	-4%	-6%	6%	8%	14%	74

A second format for 17 compounds above:
structure,HCV inhibitor,Sm TGR block,AmpC detergent,AMA1 RON2 block,Giardia FBPA inh,HCMV antiviral
O=c1cc(N2CCC3(CC2)OCCO3)[nH]c(=O)n1-c1ccc(Cl)cc1,18%,-25%,-1%,5%,8%,59
COc1ccccc1C=NNc1nc(C)cc(=O)[nH]1,31%[activator],/,/,48%[activator],/,1
Cc1cc(OCc2cc(C(=O)N3CCN(CC4CC4)CC3)no2)cc(C)c1Cl,-2%,0%,2%,-12%,/,1
O=C(Nc1cccc(S(=O)(=O)N2CCCC2)c1)c1ccc2c(=O)n3c(nc2c1)CCCCC3,2.8µM*,3%,?,-12%,-9%,-66*
O=C(COC(=O)C(O)c1ccccc1)NC12CC3CC(CC(C3)C1)C2 (stereo not given),15%,2%[11.4 µM],?,-3%,1%,9
COc1ccccc1OC(=O)CCc1nc2ccccc2s1,?,-4%,-8%,2%,-8%,50
COCCn1c(N)c(Sc2ccccc2[N+](=O)[O-])c(=O)[nH]c1=O,25%,9%,0%,6%,-1%,-18
CSc1nc(O)cc(=O)n1-c1ccc(F)cc1,3%,9%,-8%,-25%,-1%,-16
CCCn1c2ccccc2c2cnn(CC(=O)N(CC)CC)c(=O)c21,-7%,-10%,-3%,23%,6%,13
COc1cc(C2C(C(=O)c3cc4ccccc4o3)=C(O)C(=O)N2c2cc(C)on2)cc(OC)c1OC (stereo not given),15%,-24%,-7%,-4%,?,-5
O=C(NCCOc1ccccc1)C1CCC(=O)N(CCCN2CCCC2=O)C1 (stereo not given),27%,1%,4%,-12%,/,25
O=[N+]([O-])c1ccc(OCCCCN2CCc3ccccc3C2)cc1,-17%,5%,-11%,-24%,?,20
O=C(CCNC(=O)c1ccccc1Cl)Nc1cc(C(F)(F)F)ccc1Cl,-15%,-4%,?,-5%,9%,?
O=C(c1cc2nc(-c3ccccc3)cc(C(F)(F)F)n2n1)N1CCN2CCCC2C1 (stereo not given),8.9µM*,-13%,2%,3%,-2%,-36
CCOC(=O)C1CCCN(C(=O)c2cc3cc(OC)c(OC)cc3[nH]2)C1 (stereo not given),-1%,-1%,-2%,0%,11%,-5
Cc1cc(NC(=O)c2ccc3nc(C)sc3c2)no1,-8%,5%,7%,39%[activator],1%,70
COC(=O)Nc1ccc(S(=O)(=O)N(CCO)CCO)cc1,14%,-27%,-7%,-2%,1%,25

Looked up one by one from above (2):
SMILES	HCV inhibitor	Sm TGR block	AmpC detergent	AMA1 RON2 block	Giardia FBPA inh	HCMV antiviral
Cc1nc(NC(=O)c2ccc3c(c2)OCO3)ccc1Br	-26%	/	5%	?	-2%	26
C/C(C/C(C)=C1/SC(=S)NC1=O)=C1\SC(=S)NC1=O	12%	-34%	-3%	53%[activator]	14%	23

Next entries
SMILES	HCV inhibitor	Sm TGR block	AmpC detergent	AMA1 RON2 block	Giardia FBPA inh	HCMV antiviral
Cc1noc(C)c1CSCC(=O)NC1=NCCS1	5%	-7%	?	27%	2%	-8
O=C(COc1ccccc1F)Nc1ccc(OCc2cc(=O)n3ccccc3n2)cc1	/	0%	8%	/	/	-61*
Cc1ccc(S(=O)(=O)NC(=O)NCc2ccc(Cl)cc2)cc1	11%	0%	?	-7%	14%	-7
OC1(c2ccccc2F)CC2CCC(C1)N2CCN1CCOCC1 (stereo not given)	0%	1%	-5%	7%	5%	-21
O=C(Cn1c(=O)oc2cc(S(=O)(=O)N3CCCC3)ccc21)Nc1cccc(C(F)(F)F)c1	?	4%	-14%	-2%	-17%[12.9 µM]	-21
O=C(O)CCC(=O)NN1C(=O)c2ccccc2NC1c1ccc(F)cc1 (stereo not given)	?	17%	0%	1%	3%	?
Cc1c(C)c2c(OCC(=O)Nc3ccc(CCO)cc3)cc3c(c2oc1=O)CCC(C)(C)O3	?	6%	?	-1%	-26%	20
O=C(c1cc2cc([N+](=O)[O-])ccc2oc1=O)N1CCN(C2CCCCC2)CC1	15%	-10%	-2%	-4%	1%	4
CCc1ccc(N2C(=O)Nc3ccccc3C2(O)C(=O)N2CCN(c3ccccn3)CC2)cc1 (stereo not given)	0%	-10%	3%	-2%	1%	27
CCN(CC)S(=O)(=O)c1ccc(NC(=O)COC(=O)CNC(=O)C2CCCCC2)cc1	18%	-1%	-18%	4%	/	-32
